Screening data as filed in PubChem BioAssay.
TRPC4 agonist: activators of mouse TRPC4 channel, primary screen, Fluo4 calcium, HEK293 TRPC4beta/mu-opioid cells | hit rate 0.49% among 310,000 | Short transient receptor potential channel 4 (Mus musculus), Q9QUQ5 | B-score at 10 µM | Fluo4 calcium fluorescence; stronger effect = higher value;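 active means B-score above 5 SD of library B-scores, and initial fluorescence ratio not above library mean plus 5 SD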;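 further: positive B-score marks a calcium rise read as TRPC4 activation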
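Test system: HEK293 cells stably co-expressing mouse TRPC4beta and mu-opioid receptor | Schedule: Fluo4 dye loading 45 min at room temperature, 110 s recording | Measured by: Kinetic Fluo4 calcium fluorescence, 5 s baseline at 1 Hz | Evaluation: B score of integrated ratio | Controls: Buffer (low) and maximal DAMGO (high)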
TRPC6 activator: mouse TRPC6 channel activators, primary screen, cell-based, HEK293, membrane potential dye | Short transient receptor potential channel 6 (Mus musculus), Q61143 | AID 2550, 2010 | B-score at 10 µM | HEK293-TRPC6 membrane potential dye fluorescence; stronger effect = higher value | hit rate 0.13% among 310,000;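 active means B-score of the integrated fluorescence ratio above library mean plus 3 SD, and starting fluorescence ratio within library mean plus 5 SD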;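 further: higher score means more depolarization so channel activation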
TRPC6 inh: mouse TRPC6 channel inhibitors, primary screen, cell-based, HEK293, membrane potential dye; AID 2553, 2010; ACh-evoked depolarization; stronger effect = lower value; B-score at 10 µM; Short transient receptor potential channel 6 (Mus musculus), Q61143; hit rate 1.1% among 310,000;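 active means B-score under library mean minus 3 SD, initial fluorescence not abnormally high, positive integrated signal ratio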;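 further: B-score derived from integrated fluorescence ratio over the kinetic read; more negative B-score means stronger inhibition of depolarization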
TMEM16A act: TMEM16A chloride channel activators or potentiators, primary screen, cell-based, HTS; B-score at 10 µM; HEK293 TMEM16A/YFP-H148Q/I152L, iodide quench fluorescence; stronger effect = lower value; hit rate 0.3% among 340,000;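 active means fluorescence-ratio B-score plate-corrected deviation score at least 3 library SD below zero, with starting fluorescence score within 5 deviations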;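 further: channel opened by trigger with iodide after compound preincubation; score built on the fluorescence ratio of max minus min over baseline; more negative score means more quench and so TMEM16A activation or potentiation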
Target sequence (Q8BHY3 whole entry, looked up): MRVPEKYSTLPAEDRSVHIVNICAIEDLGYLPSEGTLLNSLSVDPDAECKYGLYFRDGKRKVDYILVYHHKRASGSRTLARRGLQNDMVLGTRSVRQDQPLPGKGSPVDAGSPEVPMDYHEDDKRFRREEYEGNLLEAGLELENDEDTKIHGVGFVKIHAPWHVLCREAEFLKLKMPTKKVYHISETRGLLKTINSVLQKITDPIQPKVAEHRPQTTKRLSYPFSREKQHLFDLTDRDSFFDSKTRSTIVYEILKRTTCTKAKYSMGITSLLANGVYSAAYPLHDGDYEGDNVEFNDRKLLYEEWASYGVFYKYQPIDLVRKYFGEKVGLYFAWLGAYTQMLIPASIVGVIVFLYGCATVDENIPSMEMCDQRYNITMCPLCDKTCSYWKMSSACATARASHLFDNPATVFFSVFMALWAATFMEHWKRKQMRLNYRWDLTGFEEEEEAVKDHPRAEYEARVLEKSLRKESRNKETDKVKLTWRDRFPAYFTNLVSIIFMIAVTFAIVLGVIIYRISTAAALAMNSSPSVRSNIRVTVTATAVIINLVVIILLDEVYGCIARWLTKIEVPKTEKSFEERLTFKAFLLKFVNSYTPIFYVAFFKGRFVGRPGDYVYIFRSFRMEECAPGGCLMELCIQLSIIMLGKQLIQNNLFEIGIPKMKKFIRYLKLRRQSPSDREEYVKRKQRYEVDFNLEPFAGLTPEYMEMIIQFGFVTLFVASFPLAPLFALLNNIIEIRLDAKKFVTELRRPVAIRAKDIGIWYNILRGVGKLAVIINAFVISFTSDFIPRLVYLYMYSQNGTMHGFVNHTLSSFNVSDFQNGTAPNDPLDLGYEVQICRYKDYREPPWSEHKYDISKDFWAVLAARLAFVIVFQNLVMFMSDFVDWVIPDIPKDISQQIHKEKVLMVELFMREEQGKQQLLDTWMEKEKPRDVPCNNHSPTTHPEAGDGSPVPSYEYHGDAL
MrgX1 PAM: positive allosteric modulators of MrgX1, primary screen, HEK293 cells, Fluo-4 calcium flux; Mas-related G-protein coupled receptor member X1 (Homo sapiens), Q96LB2; FDSS; stronger effect = higher value; B-score at 10 µM; hit rate 0.63% among 310,000; AID 588675, 2011;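 active means plate-corrected calcium response at least 3 library SD above typical, normal starting fluorescence, not activating the receptor alone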;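 further: compound read alongside a low EC10 to EC30 dose of BAM8-22 agonist; peak minus trough fluorescence over baseline measured at the second addition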
TRPC4 inh: inhibitors of mouse TRPC4 channel, primary screen, Fluo4 calcium, HEK293 TRPC4beta/mu-opioid cells; hit rate 0.39% among 300,000; DAMGO-evoked Fluo4 calcium flux; stronger effect = lower value; Short transient receptor potential channel 4 (Mus musculus), Q9QUQ5; B-score at 10 µM; AID 2247, 2010;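 active means B-score over 3 SD under the library average, no early fluorescence shift, positive overall ratio signal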
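Assay system: TRPC4beta/mu-opioid receptor HEK293 cell line; compound dosing: single concentration per test compound; detection: Fluo4 Ca2+ flux fluorescence; evaluation: per-well B score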
ANO1 block: TMEM16A chloride channel inhibitors, primary screen, cell-based, HTS | Anoctamin-1 (Mus musculus), Q8BHY3 | HEK293 TMEM16A/YFP iodide influx fluorescence, ionomycin | normalized B-score (activity score, 25-100; higher = stronger inhibition) at 10 µM | hit rate 1.2% among 310,000 | AID 588511, 2011;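 active means ratio plate-corrected score three or more library SD toward inhibition, starting fluorescence score within five deviations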;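 further: score derived from kinetic fluorescence span divided by baseline fluorescence per well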
SKKanGAS inh: S. pyogenes SKKanGAS growth inhibitors in kanamycin, primary screen, streptokinase expression inhibitor project, SKKanGAS strain, BacTiter-Glo luminescence | 6 h | hit rate 1.3% among 300,000 | inhibition, % at 7.5 µM | AID 1662, 2009;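 active means mean replicate score, as percent of positive control median, at least 50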;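 further: strain carries kanamycin resistance gene driven by streptokinase promoter and grows in 40 µg/ml kanamycin; loss of luminescence reflects streptokinase promoter inhibition or plain growth inhibition; 0% = median of DMSO wells and 100% = positive control at its reference dose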
MrgX1 agonist: agonists of human MrgX1 receptor, primary screen, HEK293 cells, Fluo-4 calcium flux; B-score at 10 µM; Mas-related G-protein coupled receptor member X1 (Homo sapiens), Q96LB2; hit rate 0.44% among 310,000; Fluo-4 calcium fluorescence, agonist mode; stronger effect = higher value; AID 588627, 2011;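 active means calcium response B-score plate-corrected fluorescence ratio at least 3 library SD, with starting fluorescence B-score inside 5 SD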
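Assay system: MrgX1-expressing HEK293 cells / Amount: fifteen thousand cells per well / Doses: test compound in the initial addition of three / Timing: cells plated overnight, dye loaded 0.5 h 37 °C, 0.5 h room temperature / Technique: kinetic calcium dye fluorescence, Fluo-4 NW / Control set: positive and negative controls per plate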
MrgX1 antagonist: antagonists of human MrgX1 receptor, primary screen, HEK293 cells, Fluo-4 calcium flux; Mas-related G-protein coupled receptor member X1 (Homo sapiens), Q96LB2; B-score at 10 µM; AID 588676, 2011; BAM8-22 antagonism; stronger effect = lower value; hit rate 1.3% among 310,000;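 active means calcium-response B-score plate-corrected more than 3 library SD below zero, starting fluorescence within 5 deviations, no agonist response on first addition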;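 further: peak minus trough fluorescence over baseline after final BAM8-22 challenge near maximal dose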
TRPC4 potent: positive allosteric modulators of TRPC4, primary screen, cell-based, mouse TRPC4beta, HEK293 mu-opioid, Fluo-4 calcium; DAMGO EC20, Fluo-4 Ca2+ flux; stronger effect = higher value; hit rate 0.42% among 310,000; B-score at 10 µM; Short transient receptor potential channel 4 (Mus musculus), Q9QUQ5; AID 2227, 2009;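 active means B-score of calcium response area above 5 SD of library B-scores, with initial fluorescence ratio within 5 SD of library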;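 further: B-score of integrated fluorescence ratio over time as area under calcium response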
An asterisk follows results filed as active; i = inactive; x = no result given.

SMILES	TRPC4 agonist	TRPC6 activator	TRPC6 inh	TMEM16A act	MrgX1 PAM	TRPC4 inh	ANO1 block	SKKanGAS inh	MrgX1 agonist	MrgX1 antagonist	TRPC4 potent
C#CCCOC(=O)N1C2=NC(C(=O)OC)=C(C(=O)OC)[C@@H]3N(C)c4ccc(OC)cc4[C@]23C[C@H]1C(=O)OC	i	i	i	i	i	i	i	2	i	i	i
CCn1c(-c2ccncc2)n[nH]c1=S	i	i	i	i	i	i	i	-7	i	i	i
Cc1nnc2n1NC(c1ccc(Cl)cc1)C(C(=O)N1CCC(C)CC1)S2 (configuration not stated)	i	i	i	i	i	i	i	-2	i	i	i
CCN(CC)C(=O)c1ccc(S(=O)(=O)Cc2ccc(C)cc2)c([N+](=O)[O-])c1	i	i	i	i	i	i	i	1	i	i	i
C=CCNCc1ccccc1[N+](=O)[O-]	i	i	i	i	i	x	i	4	i	i	i
COc1ccccc1CNC(=O)Cc1ccc(Br)cc1	i	i	i	i	i	i	i	12	i	i	i
COc1ccc(N(C(=O)c2ccccc2OC)C2C=CS(=O)(=O)C2)c(OC)c1 (configuration not stated)	i	i	i	i	i	i	i	-4	i	i	i
CCOC(=O)C1(Cc2cccc(OC)c2)CCN(CC(O)CO)CC1 (configuration not stated)	i	i	i	i	i	i	i	3	i	i	i
COc1cc2c(cc1NCc1ccc3c(c1)OCO3)oc1ccccc12	i	i	i	i	i	i	i	8	i	i	i
CN1CCN(S(=O)(=O)c2ccc3c(c2)NC(=O)CS3)CC1	i	i	i	i	i	i	i	-2	i	i	i
O=C(NC(=S)Nc1cccc(S(=O)(=O)NC2=NCCC2)c1)c1cc(-c2ccco2)nc2ccccc12	i	i	i	i	i	i	i	11	i	-4.9*	i
O=C(NCc1ccccc1Cl)c1nnc(CS(=O)(=O)c2ccccc2)o1	i	i	i	i	i	i	i	1	i	i	i
CCCOc1ccccc1NC(=O)c1c(-c2ccccc2)noc1C	i	i	i	i	i	i	i	10	i	i	i
CCOc1c2ccc(C(=O)NCc3ccc(OC(F)(F)F)cc3)cc2nn1CC	i	i	i	i	i	i	i	-4	i	i	i
O=C(Nc1cc(=O)[nH]c2nc(-c3ccccc3)nn12)c1ccc(Cl)cc1	i	i	i	x	i	i	i	6	i	i	i
COc1cccc(Nc2nc3ccccc3c(=O)[nH]2)c1	i	i	i	i	i	i	i	-20	i	i	i
CC(Sc1nnc(C(C)N(C)C)n1-c1ccc(Cl)cc1)C(=O)Nc1ccc2c(c1)OCO2 (configuration not stated)	i	i	i	i	i	i	i	1	i	i	i
Cc1c(C(=O)n2cnc3ccccc32)cccc1[N+](=O)[O-]	i	i	i	i	i	i	i	-2	i	i	i
COc1ccc(-c2cc(C(=O)NCCCn3ccnc3)no2)cc1	i	i	i	i	i	i	i	-2	i	i	i
CCOc1ccc2nc(SCc3ccc(CC(=O)O)cc3)c(C#N)cc2c1	i	i	i	i	i	i	i	11	i	i	i
COc1c(Cl)cc(Cl)cc1C(=O)Nc1ccc(CN2CCCCC2)cc1	i	i	i	i	i	i	i	4	i	i	i
Cc1ccccc1C(=O)NC1CCN(CC(=O)NCc2ccc(F)cc2)CC1	i	i	i	i	i	i	i	-1	i	i	i
Cc1sc2ncnc(N3CCC(C(=O)Nc4ccccc4C(C)(C)C)CC3)c2c1C	i	i	i	i	i	i	i	10	i	i	i
N#Cc1c(NC(=O)C2CCCO2)sc2c1CCCCC2 (configuration not stated)	i	i	i	i	i	i	i	-2	i	i	i
COc1ccc(C(=O)NC(=S)Nc2ccc(S(=O)(=O)Nc3cc(OC)nc(OC)n3)cc2)cc1	i	i	i	i	i	i	i	16	i	i	i
CC(=O)c1ccc(OCC(=O)N2CCCC(Nc3ccc(C)c(C)c3)C2)cc1 (configuration not stated)	i	i	i	i	i	i	i	-18	i	i	i
CC(OC(=O)c1ccco1)C(=O)Nc1ccc(Cl)cn1 (configuration not stated)	i	i	i	i	i	i	i	-12	i	i	i
COc1ccc2c(C=O)c[nH]c2c1	i	i	i	i	i	i	i	3	i	i	i
COC(=O)c1ccc(Cn2cnc3cnccc32)cc1	i	i	i	i	i	i	i	-6	i	i	i
O=C(NCCc1c[nH]c2ccccc12)c1ccc2nc[nH]c2c1	i	i	i	i	i	i	i	0	i	i	i
CN1CCSc2ccc(C(=O)NCc3ccccc3F)cc21	i	i	i	i	i	i	i	-6	i	i	i
c1ccc(-c2nn3c(C4CCCCC4)nnc3s2)nc1	i	i	i	i	i	i	i	-6	i	i	i
CCOC(=O)N1CCN(C(=O)COC(=O)CN(C)S(=O)(=O)c2ccc(NC(C)=O)cc2)CC1	i	i	i	i	i	i	i	0	i	i	i
Cc1cc(C(=O)Nn2cnnc2)cs1	i	i	i	i	i	i	i	-1	i	i	i
CN(C(=O)NC(=O)C1=C(N2CCOCC2)/C(=C/c2ccccc2)CC1)S(C)(=O)=O	i	i	i	i	i	i	i	-9	i	i	i
O=C(CSc1cccs1)Nc1ccc(Cl)cc1	i	i	i	i	i	i	i	3	i	i	i
O=C(c1nnsc1S(=O)c1ccc(Cl)cc1)N1CCOCC1 (configuration not stated)	i	i	i	i	x	i	x	36	x	x	i
O=C(NCc1ccccc1Cl)C(=O)c1c[nH]c2ccccc12	i	i	i	i	i	i	i	-6	i	i	i
Cc1ccc(CCNC(=O)C2CCN(c3nn4c(=O)cc(C)nc4s3)CC2)cc1	i	i	i	i	i	i	i	-3	i	i	i
CC1CCCC(C)N1S(=O)(=O)c1ccc(NC(=O)CCn2cnc3ccccc3c2=O)cc1 (configuration not stated)	i	i	i	i	i	i	i	-3	i	i	i
Cc1cc2nc(SCCN3CCCC3)[nH]c2cc1C	i	i	i	i	i	i	i	-8	i	i	i
Nc1cc(Cl)c(N)cc1Cl	i	i	i	i	i	i	i	16	i	i	i
N#Cc1ccc(C(=O)Nn2cnnc2)cc1	i	i	i	i	i	i	i	1	i	i	i
O=C1CN(C(=O)COC(=O)c2cc(S(=O)(=O)N3CCOCC3)ccc2Cl)c2ccccc2N1	i	i	i	i	i	i	i	-7	i	i	i
Cc1cccc(-n2c(CNC(=O)c3ccc(S(=O)(=O)N4CCCCC4)cc3)n[nH]c2=S)c1	i	i	i	i	i	i	i	12	i	i	i
CCN(CC)C(=O)C1CCCN(c2ncnc3c2cnn3-c2cccc(C)c2)C1 (configuration not stated)	i	i	i	i	i	i	i	6	i	i	i
CCc1nnc(NC(=O)c2cc(-c3ccco3)nc3ccccc23)s1	i	i	i	i	i	i	i	1	i	i	i
O=C(COC(=O)CNC(=O)c1ccc(Cl)cc1Cl)NC(=O)NCc1ccccc1	i	i	i	i	i	i	i	29	i	i	i
CN(CC(=O)NCc1cccs1)S(=O)(=O)c1cccc2nsnc12	i	i	i	i	i	i	i	-7	i	i	i
Cc1nn(C)cc1/C=N\NC(=O)Cc1ccc([N+](=O)[O-])cc1	i	i	i	i	i	i	i	-14	i	i	i
O=C1N/C(=N/N=C/c2ccc(O)cc2)SC1Cc1ccccc1 (configuration not stated)	i	i	i	i	i	i	i	25	i	i	i
COc1ccc(NC(=O)c2n[nH]c(=O)c3ccccc23)cc1S(=O)(=O)N1CCCCC1	i	i	i	i	i	i	i	2	i	i	i
O=C(CN1CCOCCOCCOCCOCC1)Nc1ccccc1	i	i	i	i	i	i	i	-1	i	i	i
COC(=O)C(O)(CC(=O)Nc1ccc(OC(F)(F)F)cc1)C(F)(F)F (configuration not stated)	i	i	i	i	i	i	i	1	i	i	i
Cc1cccc(NC(=O)CSc2nnc(NC(=O)C3CC3)s2)c1C	i	i	i	i	i	i	i	-2	i	i	i
COc1ccc(S(=O)(=O)N(C)c2ccc(C(=O)NCC3CCCO3)cc2)cc1 (configuration not stated)	i	i	i	i	i	i	i	1	i	i	i
Cc1ccc(/C(O)=C2/C(=O)C(=O)N(Cc3cccnc3)C2c2ccccn2)cc1 (configuration not stated)	i	i	i	i	i	i	i	5	i	i	i
COC(=O)c1sccc1NC(=O)c1cccc(OC)c1	i	i	i	i	i	i	i	-13	i	i	i
CN1CCN(c2ccc(CNS(=O)(=O)c3cccc(F)c3)cc2)CC1	i	i	i	i	i	i	i	2	i	i	i
O=C(NNC(=O)c1ccncc1)NC1CCCCC1	i	i	i	i	i	i	i	-3	i	i	i
Following part
SMILES	TRPC4 agonist	TRPC6 activator	TRPC6 inh	TMEM16A act	MrgX1 PAM	TRPC4 inh	ANO1 block	SKKanGAS inh	MrgX1 agonist	MrgX1 antagonist	TRPC4 potent
CC(=O)Nc1nc2c(c3c1c(=O)oc1ccccc13)CC(C)CC2 (configuration not stated)	i	i	i	x	x	i	x	1	x	x	i
Cc1ccc2c(c1)N(CC(=O)NC1CCCCC1)C(=O)c1cccnc1O2	i	i	i	i	i	i	i	-7	i	i	i
COc1cccc(C(=O)Oc2cc(N)n(S(=O)(=O)c3ccc(C)cc3)n2)c1OC	i	i	i	i	i	i	i	-1	i	i	i
C=CCNC(=O)c1c(O)c2cccc3c2n(c1=O)CCC3	i	i	i	i	i	i	i	-1	i	i	i
CC1(C)C2CCC1(CS(=O)(=O)N1CCC(C(=O)O)CC1)C(=O)C2 (configuration not stated)	i	i	i	i	i	i	i	-15	i	i	i
O=C(O)C1=C[C@@H](c2csc3ccccc23)C[C@@H](OCc2ccc(CO)cc2)O1	i	i	i	i	i	i	i	8	i	i	i

Compounds were not picked by outcome. Share with any hit: about 6.7%.
